# Bioassay records: PubChem BioAssay, National Center for Advancing Translational Sciences (NCATS)
# D3 ag: D3 dopamine receptor (human) agonism; D3R DiscoveRx beta-arrestin cells, luminescence, 90 min; P35462; max activation, %; 0.58% of 410,000 active; in the data active = max activation above about 30%; note: 0% is about no effect; mostly tested at two doses, the higher about 12 µM
# Target sequence (P35462 whole entry, looked up): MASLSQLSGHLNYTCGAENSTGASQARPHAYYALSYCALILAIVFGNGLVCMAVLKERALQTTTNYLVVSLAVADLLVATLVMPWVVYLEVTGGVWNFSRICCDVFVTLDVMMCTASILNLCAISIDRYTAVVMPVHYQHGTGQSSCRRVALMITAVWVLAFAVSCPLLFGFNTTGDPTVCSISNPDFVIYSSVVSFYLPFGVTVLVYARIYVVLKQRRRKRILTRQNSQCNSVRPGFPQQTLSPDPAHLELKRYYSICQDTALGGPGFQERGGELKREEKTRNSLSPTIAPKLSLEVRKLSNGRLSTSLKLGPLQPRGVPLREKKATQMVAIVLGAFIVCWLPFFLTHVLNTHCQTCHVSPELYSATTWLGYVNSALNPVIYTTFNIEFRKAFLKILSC
#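 Agonist mode: compounds and dopamine controls were applied to plated cells for 90 min at 37 degrees C after an overnight attachment at 1500 cells/well. Luminescent read-out followed 30 - 60 minutes at room temperature with DiscoveRx detection reagent.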
# TDP-43 yeast inh: rescues yeast growth from TDP-43 toxicity; AID 652104; TDP-43 expressing yeast growth rescue, BacTiter-Glo, 24 h; 1.8% of 410,000 active; Potency, µM (titrated, usually from 46.1 µM), without a hit: at the top dose growth rescue (activation), most hits filed as activators; note: potency is the fitted concentration of half-maximal effect; % of control where 0% means no effect; nearly all actives have a fitted effect of over 50% in size
#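 Growth rescue of TDP-43-toxic yeast measured as ATP luminescence (BacTiter-Glo). Cells grown to mid-log in raffinose, induced in galactose at OD600=0.02, exposed to compound 24 hr at 30 deg C.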
# GLP1R cytotox: cytotoxicity counter-screen for GLP-1 receptor inverse agonists; HEK293 cAMP-luciferase reporter cells, luminescence, 24 h; 0.13% of 410,000 active; Potency, µM (titrated, usually from 38.3 µM), inactives show top-dose activity change, negative = inhibition, actives largely listed as inhibitors;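 note: loss of luciferase light is scored as toxicity; potency is the fitted concentration of half-maximal effect; % is set by controls: 0 for no effect and ±100 for the full control effect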
#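 Luminescence readout: signal drop marks cytotoxicity. Plated cells grew 12 h at 37 °C, 5% CO2, received 23 nL compound for 24 h, then got luciferase reagent, read after 12 min at RT.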
# KB-V1 cytotox: KB-V1 MDR subline cytotoxicity; KB-V1 MDR cells viability, CellTiter-Glo, 72 h; Potency, µM (titrated, usually from 46.1 µM), for the others: at the highest dose activity change, negative = cytotoxicity, actives largely listed as cytotoxic; 3.4% of 400,000 active; note: potency is the fitted concentration of half-maximal effect; % is set by controls: 0 for no effect and ±100 for the full control effect; nearly all actives have a fitted effect of over 60% in size
#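 In this primary screen, KB-V1 cells overexpressing P-gp are incubated with library compounds (lowest to highest concentration) for 72 h at 37 degrees C before a luminescent ATP viability read.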
# PTHR1 ag: agonists of human PTHR1 parathyroid hormone receptor | HEK293 GP2 PTHR1 cells, GloSensor cAMP luminescence, 1 h | Potency, µM (series often up to 115 µM), for inactives: top-dose activation, most hits filed as activators | 0.075% of 410,000 active; note: potency is the fitted concentration of half-maximal effect; nearly all actives have a fitted effect of over 55% in size; some results filed as inactive show a strong effect at the top dose; inactives centre near -15; many of its hits are not listed in these tables
#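 HEK-293-derived GP2 cells expressing PTHR1 and a GloSensor cAMP reporter, 3,000/well, plated overnight, given luciferin plus IBMX (each 0.5 mM as added) for 1 h at 37 °C, then compound for 1 h at 37 °C. Luminescence was read after 15 min at room temperature.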
# aSyn yeast inh: inhibitors of alpha-synuclein toxicity in yeast. Yeast expressing alpha-synuclein, growth rescue, BacTiter-Glo, 24 h. Potency, µM (top dose mostly 46.1 µM), for the others: at the top dose growth rescue (activation), hits mostly activators. 0.14% of 370,000 active; note: potency is the fitted concentration of half-maximal effect; % of control where 0% means no effect; nearly all actives have a fitted effect of over 65% in size
#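 Galactose-induced alpha-syn yeast (OD600=0.02, raffinose-pregrown) + pinned cpd, 24 hr, 30 deg C; growth by BacTiter-Glo luminescence. Growth restoration scores as activation.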
# GLP-1R inv ag: acts as inverse agonist at human GLP-1 receptor | 1.6% of 410,000 active | Potency, µM (highest dose often 38.3 µM), without a hit: at the top dose activity change, negative = inhibition, most hits filed as inhibitors | P43220 | HEK293 GLP-1R CRE-luciferase, luminescence, 24 h; GLP-1R form is constitutively active; note: potency is the fitted concentration of half-maximal effect; % is set by controls: 0 for no effect and ±100 for the full control effect; nearly all actives have a fitted effect of over 55% in size
# Target sequence (P43220 whole entry, looked up): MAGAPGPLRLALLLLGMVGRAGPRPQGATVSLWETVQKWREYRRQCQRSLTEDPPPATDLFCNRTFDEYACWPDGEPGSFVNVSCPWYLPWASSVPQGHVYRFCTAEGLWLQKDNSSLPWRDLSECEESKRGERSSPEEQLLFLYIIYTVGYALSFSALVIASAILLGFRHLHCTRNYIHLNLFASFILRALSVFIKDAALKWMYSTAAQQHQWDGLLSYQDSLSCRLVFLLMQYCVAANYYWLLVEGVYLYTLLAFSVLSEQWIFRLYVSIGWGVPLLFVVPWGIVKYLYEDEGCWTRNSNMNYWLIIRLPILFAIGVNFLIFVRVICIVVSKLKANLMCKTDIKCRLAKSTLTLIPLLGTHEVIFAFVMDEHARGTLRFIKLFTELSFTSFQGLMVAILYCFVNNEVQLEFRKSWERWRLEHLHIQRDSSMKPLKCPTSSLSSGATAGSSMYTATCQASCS
#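 Using stably transfected HEK293 (constitutively active GLP-1R, cAMP-luciferase reporter), compounds were incubated 24 hr and luciferase measured by luminescence.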
# GLP1R ag: GLP-1 receptor (human) agonism. AID 624172. Potency, µM (highest dose often 45.6 µM), inactives show at the highest dose activation, usual class: activators. HEK293 GLP-1R CRE-luciferase, luminescence, 4-6 h; cells express a hypersensitive GLP-1R form. 0.007% of 380,000 active. P43220; note: potency is the fitted concentration of half-maximal effect; % of control where 0% means no effect
# D3 antag: D3 dopamine receptor (human) antagonism. P35462. D3R cells, DiscoveRx beta-arrestin luminescence, antagonist mode; hits give low values. max response, negative = inhibition, %. 2.5% of 360,000 active; in the data active = max response below about -50%; inconclusive = no clear call, values can overlap the other calls; note: % is set by controls: 0 for no effect and ±100 for the full control effect; mostly tested at two doses, the higher about 12 µM
#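 Cells plated overnight at 1500 cells/well, then exposed to library compounds with dopamine controls for 90 minutes at 37 degrees C. DiscoveRx reagent added for 30–60 minutes at room temperature; luminescence read, quantitative HTS format.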
# The depositor's hits bear a star; i = inactive; ? = inconclusive; / = no result given; [ ] = another dose, or the depositor's remark. Unless noted, calls come from the whole dose curve; as a rule, active = well fitted curve in the direction sought with a large enough effect; inconclusive = small, poorly fitted or top-dose-only effect, or another doubt; inactive = no such curve, though single readings can be large; an effect the other way counts as inactive or inconclusive. An excerpt; count on the stated rates, not on these rows.
Compound | D3 ag | TDP-43 yeast inh | GLP1R cytotox | KB-V1 cytotox | PTHR1 ag | aSyn yeast inh | GLP-1R inv ag | GLP1R ag | D3 antag
COc1cccc(CNS(=O)(=O)c2ccc(-n3cnnn3)c(C)c2)c1 | -9 | 1% | 1% | -18% | -12% | -3% | -2% | 9% | -23
CCOC(=O)c1[nH]c(C)c(C(=O)N2CCN(C(=O)OCC)CC2)c1CC | -8 | 0% | 20% | ? | -6% | -4% | 7% | -3% | 0
COC(=O)c1cc(NS(=O)(=O)c2ccc(N3CCCCC3)c([N+](=O)[O-])c2)cc(C(=O)OC)c1 | -17 | -25% | ? | -11% | ? | -4% | ? | 7% | ?
Cc1ccc(-n2[nH]c(C)c(/C=N/n3c(C)nc4ccccc4c3=O)c2=O)cc1 | -12 | -53%[inhibitor] | -18% | ? | i | -53%[inhibitor] | 0% | -3% | 4
Cc1oc2ccc(O)c(CN3CCOCC3)c2c1C(=O)Nc1cccc(C(F)(F)F)c1 | -16 | 8% | 0% | 8% | i | / | ? | / | /
CCC(C)NC(=O)Cc1c(OC)ccc2cc(Br)ccc12 (stereo not given) | 3 | 16% | -24% | -1% | i | 0% | -2% | 3% | 4
Cc1[nH]c2ccccc2c1/C=N/NC(=O)CNC(=O)c1cccs1 | 7 | 6% | -8% | 0% | i | -1% | -18% | 15% | 6
CC(=O)N1c2ccccc2C(C)=CC1(C)C | -3 | 1% | 4% | 6% | i | -11% | 2% | -6% | -15
O=C(O)CN1C(=O)/C(=C\c2cccc(OCc3ccccc3F)c2)SC1=S | 9 | 11% | -13% | 21% | -3% | -20% | 7% | ? | 15
O=C(Nc1nnc(-c2ccco2)s1)C1CCCCC1 | -3 | -15% | -1% | 20% | i | -4% | 30% | -25% | -2
Cc1ccc(N2C(=O)CCSC23C(=O)N(Cc2ccccc2)c2ccccc23)cc1 (stereo not given) | 5 | ? | 0% | ? | -16% | / | 5% | / | /
CC(=O)OCC1=C(C(=O)O)N2C(=O)C(NC(=O)Cn3nc(C(F)F)c(Cl)c3C)C2SC1 (stereo not given) | -2 | -3% | 12% | 0% | -18% | -1% | 2% | 0% | -10
COc1cc(/C=C2/C(=O)NN(c3cccc(C)c3)C2=O)cc([N+](=O)[O-])c1O | -2 | -4% | ? | -9% | -35%[inhibitor] | 2% | ? | -5% | -10
Cc1noc(C)c1S(=O)(=O)Nc1ccc2c(c1)C(=O)N([C@H](C)CO)C[C@H](C)[C@@H](CN(C)C(=O)CCCN(C)C)OCCCC[C@@H](C)O2 | 4 | 0% | 7% | ? | -15% | 1% | 19% | -1% | 3
COc1cccc(C2CC(c3ccccc3OC)n3nc(N)nc3N2)c1 (stereo not given) | -7 | -1% | 4% | -14% | -21% | -7% | 9% | 2% | -1
COc1cc(NC(=O)C(C)(C)C)c(C(=O)OCC(=O)Nc2cc(C)on2)cc1OC | 4 | 18% | 2% | 13% | i | 4% | 2% | -1% | 11
Cc1ccc(OCc2n[nH]c(=S)n2-c2ccc(Br)cc2)cc1 | -6 | 4% | -3% | 13% | i | 19% | -17% | -3% | -24
CCN1C(=O)/C(=C\N(C)C)S/C1=N\S(=O)(=O)c1ccccc1 | 7 | 19% | 4% | ? | -5% | 3% | 13% | 6% | -2
c1ccc2c(c1)OCCOCCOCCO2 | 6 | -20% | 1% | 22% | i | -1% | 15% | 6% | 6
COc1ccc(C2=NS(=O)(=O)N(C)C(C(=O)NC3CCCCC3)=C2)cc1OC | -2 | 15% | -10% | -9% | -71%[inhibitor] | -7% | -5% | -3% | 7
O=C(NC1(C(=O)O)CCCC1)c1ccccc1 | -14 | -18% | -9% | 10% | i | 0% | 32%[activator] | 6% | 5
Cc1nn(CC(=O)NCc2cccc3ccccc23)c(=O)c2ccccc12 | 0 | -2% | 9% | -3% | i | -1% | 3% | -2% | -6
COc1cc(OC)cc(-c2nc3nc(C)c(CCC(=O)Nc4ccccc4)c(C)n3n2)c1 | -4 | 2% | -11% | -4% | -21% | / | -58% | -1% | /
CC(C)(C)OC(=O)C[C@@H]1C/C=C\C[C@H](CC(=O)NCCO)C(=O)NC[C@@H](c2ccccc2)OC1=O | 5 | -1% | 1% | 22% | -5% | 0% | 14% | -5% | -18
Cc1cccc(Cn2c(=O)n(Cc3ccc4c(c3)OCO4)c(=O)c3oc4ccccc4c32)c1 | 10 | -12% | 3% | / | 8% | / | 16% | / | /
Cn1ncc2c(Nc3ccc(Cl)c(Cl)c3)ncnc21 | 2 | 7.1µM* | -2% | 19% | -34%[inhibitor] | -15% | -11% | 19% | 38
COc1ccc(/C=C2\SC(=S)N(CCC(=O)NC3C=CS(=O)(=O)C3)C2=O)cc1 (stereo not given) | 3 | 7% | ? | 22% | i | 15% | 12% | 5% | -6
CCn1c(=O)cc(OCC(=O)N(C)c2ccccc2F)c2ccccc21 | -4 | -10% | -10% | -3% | i | 0% | 5% | 8% | -6
CCCC(C)c1nnc(NC(=O)CN2C(=O)c3ccccc3C2=O)s1 (stereo not given) | -8 | -2% | 1% | 0% | -25% | ? | 14% | -2% | 3
COc1ccc(S(=O)(=O)N[C@H](C(=O)N2CC[C@@]3(O)CCCC[C@H]3C2)c2ccccc2)cc1 | -1 | 13% | -11% | -4% | i | -1% | 1% | -1% | 13
Cc1ccc(Cn2nc(C)c(NC(=O)C3(C)CC3(Br)Br)c2C)cc1 (stereo not given) | 3 | 5% | -11% | -22% | -18% | 0% | ? | 1% | -4
Clc1ccccc1NCSC1=NCCS1 | -4 | 6% | 9% | 12% | -4% | 22% | -26% | 16% | -15
C[C@@H]1CN([C@@H](C)CO)C(=O)CCCn2nncc2CO[C@@H]1CN(C)S(=O)(=O)c1ccc(-n2cccn2)cc1 | 4 | 13% | 13% | -1% | i | 5% | 43%[activator] | 4% | 27
CN1C(=O)C(CC(=O)O)S/C1=N\N=C\c1ccc(O)cc1O (stereo not given) | 4 | -16% | -15% | 4% | i | 2% | 4% | -2% | 2
COc1ccccc1NC(=O)C(=O)N/N=C(\C)CC(=O)Nc1ccccn1 | 4 | 4% | 1% | ? | -18% | 2% | 5% | -5% | 13
COc1cc(OC)c(NC(=O)CCc2ccccc2)cc1Cl | -1 | ? | -1% | 0% | -47%[inhibitor] | -5% | ? | 4% | 12
CCCCCCCCOC(=O)CCn1[nH]c(=O)c2ccccc2c1=O | 9 | -28% | 2% | 0% | -10%[57.5 µM] | -29% | 12% | -9% | 73
Cc1cc(C)n2nc(C(=O)OCC(=O)N(C)CC(=O)Nc3ccc(F)cc3)nc2n1 | 2 | 13% | -6% | -3% | i | 3% | -1% | -7% | 9
CCc1cccc(CC)c1NC(=O)C1CN(S(=O)(=O)c2ccccc2)CCN1S(=O)(=O)c1ccccc1 (stereo not given) | 2 | 24% | -11% | -5% | i | 12% | -26% | -9% | -1
CSc1ccc(/C=N/N2CCN(Cc3ccc(Cl)cc3)CC2)cc1 | -18 | 3% | -5% | -13% | -49%[inhibitor] | 9% | ? | -5% | -54*
Cc1cc(C)cc(OCC(=O)N(Cc2ccco2)c2c(N)n(Cc3ccccc3)c(=O)[nH]c2=O)c1 | -2 | 5% | -9% | ? | i | 7% | 8% | 6% | 32
CC(C)(C)C(=O)NC(=S)N1CCc2ccccc21 | 3 | -2% | 8% | 0% | i | -3% | -9% | -6% | -8
NC(=O)c1cc([N+](=O)[O-])ccc1N1CCN(Cc2ccccc2)CC1 | -10 | -13% | -23% | -22% | -6% | -5% | -13% | 8% | -4
COc1ccc(C(=O)CCC(=O)NCCc2ccccc2F)cc1 | 2 | 0% | -1% | 9% | i | 6% | ? | 9% | 8
O=C(CCCOc1ccccc1)N1CCN(S(=O)(=O)c2cccc(F)c2)CC1 | 3 | 19% | 0% | ? | i | -5% | -1% | -5% | -14
Cc1ccc(C)c(NC(=O)CN(C)C(=O)Cc2coc3cc(C)c(C)cc23)c1 | -4 | -15% | -2% | -5% | -7% | 2% | ? | 15% | 6
Cc1ccc(/C=C/C(=O)OCC(=O)Nc2ccccc2Sc2ccccc2)cc1 | -11 | -15% | 19% | 14% | -9% | 8% | 7% | -1% | -3
COC(=O)c1ccc(Nc2nnc(-c3ccc(C)c(S(=O)(=O)N4CCN(C)CC4)c3)c3ccccc23)cc1 | -11 | ? | -9% | / | i | / | ? | / | /
CC1=CC(=O)N(c2ccc(C)cc2)C1c1ccc(Cl)cc1 (stereo not given) | 4 | 24% | -3% | 1% | -29% | -1% | ? | 18% | -1
CCOc1ccc(C(=O)OCCCN(C)C)cc1 | -1 | 19% | 10% | -20% | -7% | 9% | -24% | -8% | -4
COC(=O)[C@@]1(Cc2ccc(F)cc2)[C@H]2c3cc(C(=O)N(C)C)n(Cc4ccc(Cl)c(C(F)(F)F)c4)c3C[C@H]2CN1C(=O)c1ccccc1 | 14 | ? | -8% | ? | i | 22% | ? | -1% | 29
Nc1ccc(S(=O)(=O)c2ccc(Cl)cc2)cc1 | 6 | -22% | 61%[activator] | 1% | 10%[57.5 µM] | 8% | 12% | -4% | -2
C=C(C)c1cccc(C(C)(C)NC(=O)NCCCn2ccnc2)c1 | -8 | -9% | -12% | 5% | -14%[57.5 µM] | 6% | 0% | -2% | -18
O=C(Nc1ccccc1)c1cc2c(-c3ccccc3)nn(-c3ccccc3)c2s1 | 4 | 16% | 3% | ? | i | -5% | -12% | 11% | /
COc1ccc(-c2nc3scc(CCNS(=O)(=O)c4ccccc4F)n3n2)cc1 | 11 | 22µM* | 4% | / | -27% | / | 7% | / | /
O=C(NC1CCCCC1)N1CCNCC1 | 2 | 14% | 10% | 14% | -10% | -3% | 18% | -6% | -5
CCCS(=O)(=O)N1CCN(C2Cc3ccccc3C2)CC1 | 3 | -1% | -11% | 0% | -9% | 5% | -3% | -2% | -4
